PGC1a acetyl inh = inhibitors of PGC1a acetylation signal, primary screen, cell-based, U2OS, AlphaScreen, inhibitor mode; AlphaScreen anti-acetyl-lysine; with virally co-expressed GCN5 acetyltransferase; 0.17% of 350,000 active; inhibition, % at 15.6 µM;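 active means every replicate shows inhibition of at least 40%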;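 further: 0% = neutral control wells and 100% = positive control wells; some results beyond the cut were filed as inactive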
S100A4 MyoIIA = inhibitors of S100A4-myosin IIA peptide binding, primary screen, biochemical, fluorescence polarization, TAMRA-MyoIIA peptide | Protein S100-A4 (Homo sapiens), P26447 | inhibition, % at 10.7 µM | 0.14% of 360,000 active;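 active means mean inhibition of at least 70% across replicates, with every replicate also reaching that level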
Target sequence (P26447 whole entry, looked up): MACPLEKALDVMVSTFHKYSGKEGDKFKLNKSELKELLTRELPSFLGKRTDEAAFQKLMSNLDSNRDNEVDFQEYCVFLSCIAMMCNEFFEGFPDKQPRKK
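assay system = human S100A4 monomer with TAMRA-labelled myosin IIA peptide | also added = labelled myosin peptide probe, 5 nM | incubation = 5 min between mix addition and reading | control set = DMSO and TFP controls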
PglD inh = C. jejuni PglD acetyltransferase inhibitors, primary screen, biochemical, DTNB colorimetric, single point; UDP-N-acetylbacillosamine N-acetyltransferase PglD (Campylobacter jejuni); AID 602405, 2012; inhibition, % at 12.5 µM; 0.098% of 360,000 active; purified PglD enzyme, DTNB colorimetric CoA detection; in the data active means inhibition above about 16%, passing the limit was not always enough; further: strong numbers were not always called active
LGR2 inh = inhibitors of bursicon-induced LGR2 CRE-luciferase signal, primary screen, cell-based, HEK293, CRE-luciferase reporter, bursicon stimulation; Drosophila bursicon receptor LGR2 (rickets); bursicon-stimulated, 4 h; inhibition, % at 9.99 µM; 0.35% of 380,000 active;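 active means drop in luminescence signal, shown as inhibition above about 50% in the replicate tests, limit read from the data, passing the limit was not always enough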;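 further: agonist challenge used bursicon conditioned medium at about half maximal strength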
PAX8 reporter = inhibitors of PAX8-driven TPO luciferase reporter, primary screen, RMG-I cells, single concentration | SteadyGlo, 24 h | 1.2% of 360,000 active | inhibition, % at 12.6 µM;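 active means mean replicate inhibition at least 60% with every replicate also reaching 60%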;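 further: luciferase light reporting Pax8 driven TPO promoter activity; plate controls were median of neutral control wells for no effect and mitoxantrone controls for full effect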
FN deposit inh = inhibitors of fibronectin matrix deposition, primary screen, AH1F cells, Alexa488-fibronectin fluorescence, plate reader; 0.086% of 350,000 active; inhibition, % at 12.6 µM; AH1F fibroblasts, overnight;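 active means mean inhibition across replicates of 30% or more, regardless of how many single replicates reach that level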;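 further: positive control wells lacked labelled fibronectin entirely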
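Material – AH1F fibroblast monolayer, labelled fibronectin deposition · Reagent – labelled fibronectin 24 nM · Timing – 1 h adhesion, overnight exposure · Measured by – fluorescence at 485 nm excitation, 525 nm emission · Read-out – inhibition of fibronectin deposition signal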
EWS-Fli block = EWS/Fli-driven NR0B1 reporter inhibitors, primary screen, A673 cells, NR0B1 luciferase, luminescence, MLPCN library | viability-normalised | inhibition, % at 12.6 µM | 0.67% of 350,000 active;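 active means mean inhibition of at least 50% after viability correction, with every replicate also passing that limit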;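 further: firefly luciferase signal divided by Alamar Blue viability fluorescence both relative to DMSO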
ERAP1 inh = human ERAP1 aminopeptidase inhibitors, primary screen, biochemical, single point, plate reader | Endoplasmic reticulum aminopeptidase 1 (Homo sapiens), Q9NZ08 | recombinant ERAP1, Leu-AMC fluorescence, 60 min | inhibition, % at 10.7 µM | 0.15% of 340,000 active | AID 652197, 2013;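 active means mean replicate inhibition of at least 30%, or all replicates individually reaching that 30% level; inactive means mean below 30% and not every replicate reaching it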;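 further: 0% = neutral control wells and 100% = L-leucinethiol positive control wells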
Target sequence (Q9NZ08 whole entry, looked up): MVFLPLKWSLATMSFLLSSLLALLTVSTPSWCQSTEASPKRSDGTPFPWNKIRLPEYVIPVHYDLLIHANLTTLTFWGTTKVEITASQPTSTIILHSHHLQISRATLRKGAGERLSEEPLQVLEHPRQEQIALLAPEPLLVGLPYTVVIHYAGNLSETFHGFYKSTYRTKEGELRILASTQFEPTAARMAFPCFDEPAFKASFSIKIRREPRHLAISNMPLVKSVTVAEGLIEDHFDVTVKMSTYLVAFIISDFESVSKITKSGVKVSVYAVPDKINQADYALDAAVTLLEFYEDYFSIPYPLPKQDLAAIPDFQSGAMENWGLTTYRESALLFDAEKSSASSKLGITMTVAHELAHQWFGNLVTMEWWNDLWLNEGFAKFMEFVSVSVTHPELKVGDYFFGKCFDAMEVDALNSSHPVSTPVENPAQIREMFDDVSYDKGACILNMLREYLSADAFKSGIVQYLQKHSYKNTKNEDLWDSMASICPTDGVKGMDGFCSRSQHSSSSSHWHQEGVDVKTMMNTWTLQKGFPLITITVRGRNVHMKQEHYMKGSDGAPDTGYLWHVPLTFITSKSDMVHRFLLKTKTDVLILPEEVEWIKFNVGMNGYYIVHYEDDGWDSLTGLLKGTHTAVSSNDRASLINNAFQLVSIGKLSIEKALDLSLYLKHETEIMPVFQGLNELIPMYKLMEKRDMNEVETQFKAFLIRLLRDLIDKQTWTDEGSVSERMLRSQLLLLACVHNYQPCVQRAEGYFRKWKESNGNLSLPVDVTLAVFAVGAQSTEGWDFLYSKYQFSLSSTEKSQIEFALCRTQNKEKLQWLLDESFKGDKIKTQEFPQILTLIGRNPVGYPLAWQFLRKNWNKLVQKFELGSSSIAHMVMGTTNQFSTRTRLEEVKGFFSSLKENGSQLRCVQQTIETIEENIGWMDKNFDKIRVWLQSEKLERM
* marks the source's active call; other numbers are inactive results; x = no result given; & = joins results of further samples. Rows are unselected. Share with any hit: about 2.1%.

The first 4 records, to show the layout:
canonical_smiles,PGC1a acetyl inh,S100A4 MyoIIA,PglD inh,LGR2 inh,PAX8 reporter,FN deposit inh,EWS-Fli block,ERAP1 inh
COCC(=O)Nc1ccc2c(c1)OC[C@H](C)N(C)C[C@@H](C)[C@H](OC)CN(C)C2=O,10,-1,2,11,x,-1,1,0
COc1cc(C)ccc1S(=O)(=O)NC1CC(C)(C)NC(C)(C)C1,x,0,6,-7,-5,1,11,-2
COc1ccccc1NC(=O)c1cccc2c(Br)cccc12,x,-3,-3,-14,14,-3,-14,-3
C[C@@H]1CN([C@H](C)CO)C(=O)c2c(c3ccccc3n2C)-c2ccccc2CO[C@@H]1CN(C)Cc1cccc(O)c1,-20,7,x,13,11,4,1,-4

Main list (from the top)
canonical_smiles,PGC1a acetyl inh,S100A4 MyoIIA,PglD inh,LGR2 inh,PAX8 reporter,FN deposit inh,EWS-Fli block,ERAP1 inh
COCC(=O)Nc1ccc2c(c1)OC[C@H](C)N(C)C[C@@H](C)[C@H](OC)CN(C)C2=O,10,-1,2,11,x,-1,1,0
COc1cc(C)ccc1S(=O)(=O)NC1CC(C)(C)NC(C)(C)C1,x,0,6,-7,-5,1,11,-2
COc1ccccc1NC(=O)c1cccc2c(Br)cccc12,x,-3,-3,-14,14,-3,-14,-3
C[C@@H]1CN([C@H](C)CO)C(=O)c2c(c3ccccc3n2C)-c2ccccc2CO[C@@H]1CN(C)Cc1cccc(O)c1,-20,7,x,13,11,4,1,-4
CN1C(=O)c2cc(NC(=O)C3CC3)ccc2OC[C@@H]2O[C@H](CC(=O)NCCc3ccncc3)CC[C@H]21,7,-8,2,-3,-9,-1,-9,-1
CNC[C@H]1Oc2cc(C#CCC3CCCC3)ccc2S(=O)(=O)N([C@@H](C)CO)C[C@@H]1C,-24,11,-3,-29,x,x,27,-3
CN(C)c1cc[n+](CC(=O)N2c3ccccc3Sc3ccccc32)cc1,x,-5,x,11,58,-6,-4,-3
C[C@@H]1CCCCO[C@H](CN(C)C(=O)CCCN(C)C)[C@@H](C)CN([C@@H](C)CO)C(=O)c2cc(NC(=O)Nc3ccc4c(c3)OCO4)ccc2O1,16,x,-1,11,-14,1,-11,x
COc1ccc(CCNC(=O)C2CC(c3cccc([N+](=O)[O-])c3)=NO2)cc1 (centres undefined),1,-35,3,-47,-233,-4,-148,-4
O=C(C[C@H]1CC[C@@H]2[C@H](COC[C@H](O)CN2CC2CCCC2)O1)NCc1ccc(Cl)cc1,-5,3,x,1,x,0,-7,-1
COC(=O)[C@@]1(Sc2ccc(C)cc2)CC(=O)N(c2cccc(SC)c2)[C@@H]1c1ccccc1,x,-2,x,18,6,8,-1,4
COc1ccc(-c2cc3ccc(F)cc3cn2)cc1,7,12,2,63*,-123,-3,2,-3
COc1ccc2c(c1OC)C(=O)N1C2SC[C@H]1C(=O)NC1CCCC1 (some centres undefined),7,-2,-1,-2,-4,12,0,-4
CC(=O)c1cccc(NC(=O)COC(=O)CCc2ccc(S(=O)(=O)N3CCOCC3)cc2)c1,-1,-5,x,9,-3,4,-8,-3
CO[C@@H]1CN(C)C(=O)c2ccc(NC(=O)c3cnccn3)cc2OC[C@@H](C)NC[C@H]1C,3,10,4,-7,x,-16,-4,-4
CN(Cc1nc2ccccc2[nH]1)C(=O)C1CCC(=O)N(CCc2cccc(F)c2)C1 (centres undefined),x,16,-1,-2,10,0,5,0
CC(C)(CO)NC12CC3CC(CC(C3)C1)C2,-4,-1,4,x,1,-4,1,-2
C[C@H]1CN([C@@H](C)CO)C(=O)c2cccc(NC(=O)Nc3ccccc3)c2O[C@@H]1CN(C)C(=O)Nc1cccc2ccccc12,-4,8,-10,5,3,-3,5,1
O=C(COc1ccc(Cl)cc1)NCCN1CCCCC1,-12,0,x,9,12,4,7,13
O=c1[nH][nH]c2c1[C@H](CCc1cccc(Cl)c1)O[C@H](C1CC1)C2,x,0,x,-10,4,10,-2,0
CC1CCCCC1NC(=O)Cn1cnc2c1c(=O)n(C)c(=O)n2C (centres undefined),2,-4,0,0,10,3,-6,-1
CCN(CC)S(=O)(=O)c1cccc(C(=O)Nc2nnc(C)s2)c1,-5,-5,x,x,-19,8,-10,3
O=C(c1ccc(S(=O)(=O)N2CCOCC2)cc1)N1CCN(c2cccc(Cl)c2)CC1,1,2,-10,7,x,10,x,0
C#CCNC(=O)C1=C[C@H](c2csc3ccccc23)C[C@H](OCc2ccc(CO)cc2)O1,-3,-2,-3,-6,11,17,-7,-1
C#CCN(CC=C)C(=O)CCc1nnc(COc2ccccc2)o1,x,-6,-3,-15,-17,-7,-46,-5

Profiles, quoted from the list. Order of values: PGC1a acetyl inh, S100A4 MyoIIA, PglD inh, LGR2 inh, PAX8 reporter, FN deposit inh, EWS-Fli block, ERAP1 inh
O=c1[nH][nH]c2c1[C@H](CCc1cccc(Cl)c1)O[C@H](C1CC1)C2 reads x, 0, x, -10, 4, 10, -2, 0
CN(Cc1nc2ccccc2[nH]1)C(=O)C1CCC(=O)N(CCc2cccc(F)c2)C1 (centres undefined) reads x, 16, -1, -2, 10, 0, 5, 0

Four of the entries above in order of the S100A4 MyoIIA value, largest number first:
Compound | PGC1a acetyl inh | S100A4 MyoIIA | PglD inh | LGR2 inh | ERAP1 inh
COc1ccc(-c2cc3ccc(F)cc3cn2)cc1 | 7 | 12 | 2 | 63* | -3
O=C(COc1ccc(Cl)cc1)NCCN1CCCCC1 | -12 | 0 | x | 9 | 13
COC(=O)[C@@]1(Sc2ccc(C)cc2)CC(=O)N(c2cccc(SC)c2)[C@@H]1c1ccccc1 | x | -2 | x | 18 | 4
CC1CCCCC1NC(=O)Cn1cnc2c1c(=O)n(C)c(=O)n2C (centres undefined) | 2 | -4 | 0 | 0 | -1

(more compounds)
canonical_smiles,PGC1a acetyl inh,S100A4 MyoIIA,PglD inh,LGR2 inh,PAX8 reporter,FN deposit inh,EWS-Fli block,ERAP1 inh
CCN1CCN(CCNC(=O)C2CCCN(Cc3nc(-c4cccc(Cl)c4)oc3C)C2)CC1 (centres undefined),x,-1,-7,0,-10,-11,15,x
CC(Sc1nc2ncc(Cl)cc2[nH]1)C(=O)Nc1ccc(C(N)=O)cc1 (centres undefined),3,37,1,3,9,x,-9,-1
CCOC(=O)c1c(S(=O)(=O)NCCc2cccs2)c(C)n(C)c1C,-5,-1,6,6,-9,-3,-5,-1
Oc1ccc2c(c1)c1c3n2CCNC3CCC1 (centres undefined),7,0,2,7,x,x,x,2
Cc1ccc([C@H]2C[C@H](n3cc(COC(=O)c4ccccc4)nn3)[C@@H](O)CN2C(=O)C2CCCCC2)cc1,6,-1,-2,8,7,12,-24,-2
C[C@@H]1CCCCO[C@@H](CN(C)Cc2ccc(C(F)(F)F)cc2)[C@H](C)CN([C@@H](C)CO)C(=O)c2cc(NC(=O)Nc3ccc(C(F)(F)F)cc3)ccc2O1,3,x,-3,-5,37,-2,-8,x
CCCNC(=O)N1C[C@@H](O)COC[C@@H]2O[C@H](CC(=O)N[C@@H]3CCN(Cc4ccccc4)C3)CC[C@H]21,4,x,-17,2,-1,-6,-1,x
COc1ccc2c(c1)nc(SCC(C)O)n2C (centres undefined),-47,x,6,-14,-45,5,x,x
COCC(=O)N1[C@@H]2c3ccc(-c4ccncc4)c(=O)n3C[C@@H]2[C@@H](CO)[C@@H]1C(=O)Nc1ccccc1,x,-3,-2,-21,4,-10,-12,2
CCOc1ccc(S(=O)(=O)NC2CCCCC2C)cc1 (centres undefined),x,-5,5,8,-20,x,x,-2
COc1ccc(N2C(=O)CC(NNC(=O)c3ccc(Br)s3)C2=O)cc1 (centres undefined),-3,0,x,-8,2,x,-1,-2
CC(C)CCNC(=O)NC(=O)CSc1ncccn1,x,1,x,x,-1,-2,2,4
C[C@H]1CN([C@@H](C)CO)C(=O)Cc2cc(NC(=O)NC3CCCCC3)ccc2O[C@@H]1CN(C)C(=O)Nc1ccc(C(F)(F)F)cc1,-12,2,-5,-4,-15,-2,-1,-4
Cc1ccc(S(=O)(=O)N[C@H]2C=C[C@H](CC(=O)NCCN3CCCCC3)O[C@@H]2CO)cc1,3,-9,-12,4,1,x,-2,-1
O=C(NCc1cccc(C(F)(F)F)c1)C1CC(c2ccccc2F)=NO1 (centres undefined),x,9,3,0,-7,-13,-14,0
NC(=O)C1CCN(Cc2nc(-c3ccccc3)no2)CC1,9,x,0,x,-7,-13,x,x
COC(=O)Cc1[nH]c(=O)[nH]c1C(=O)OC,-1,-1,4,11,-1,3,1,-1
C[C@@H]1CCCCO[C@H](CN(C)CC2CC2)[C@H](C)CN([C@@H](C)CO)C(=O)c2cc(NC(=O)Nc3ccc(F)cc3)ccc2O1,-1,10,4,4,17,0,-7,2
Cc1cccc(N(Cc2ccccc2)C(=O)CN2C(=O)NC3(CCCC3)C2=O)c1,-2,-1,8,x,8,-3,-6,20
CN(C)S(=O)(=O)N1CCc2ccc(NC(=O)c3ccc(C(F)(F)F)cc3)cc2C1,15,0,-5,-18,1,-6,-50,-1
Cc1nnsc1C(=O)NC(=O)Nc1ccc(F)c(Cl)c1,5,-7,-9,x,10,15,17,1
CO[C@H]1CN(C)C(=O)c2ccc(NC(=O)C3CCCCC3)cc2OC[C@H](C)N(Cc2cccnc2)C[C@H]1C,11,16,2,4,11,7,-2,-2
CSc1nccc(Oc2cccc(C#N)c2)n1,13,0,x,-32,-75,x,5,-1
COCC(=O)N(C)C[C@H]1Oc2cc(C#Cc3cccnc3)ccc2S(=O)(=O)N([C@H](C)CO)C[C@H]1C,13&6,-2&-1&5,-2&-1&-9,40&-7,17&3,6,17&-14&-1,-1&1&-2
C[C@H](CO)N1C[C@H](C)[C@H](CN(C)C)Oc2c(NC(=O)C3CCOCC3)cccc2C1=O,3,27,2,4,-10,x,-2,-1
C[C@@H]1CCCCO[C@@H](CN(C)S(=O)(=O)c2ccc(F)cc2)[C@H](C)CN([C@H](C)CO)C(=O)c2cc(NS(=O)(=O)c3cn(C)cn3)ccc2O1,5,2,0,0,2,-20,3,3
O=C(NCc1ccco1)C(c1ccccc1)N(Cc1ccccc1)C(=O)Cn1nnc2ccccc21 (centres undefined),-12,x,0,x,24,-3,x,x
Cc1ccc(Cl)cc1NC(=O)NCc1cccnc1,7,-12,-7,9,-8,-7,5,3
CCN(CC)C(=O)CCS(=O)(=O)c1cccc2nonc12,4,-4,x,3,23,x,5,-1
C[C@H]1CN([C@@H](C)CO)C(=O)CCCn2nncc2CO[C@@H]1CN(C)C(=O)CCC(F)(F)F,8,-27,2,-4,7,-3,-2,0
C[C@@H]1CN([C@@H](C)CO)C(=O)Cc2cc(NC(=O)Nc3ccccc3)ccc2O[C@H]1CN(C)Cc1ccc(Oc2ccccc2)cc1,-32,1,2,7,82*,x,23,2

Screens (PubChem)
